HTR5A inv ctr: counter-screen for OPRM1-OPRD1 inverse agonists: human HTR5A inverse agonism; inhibition, % at 9.3 µM; P47898; HTR5A cell line, luminescence; 0.083% of 340,000 active; in the data active means inhibition mostly above about 23%, no sharp cut-off; inactive means mostly below about 18%;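 further: 0% = cells with DMSO and 100% = no-cell wells with DMSO; some compounds called inactive have numbers as strong as hits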
Target sequence (P47898 whole entry, looked up): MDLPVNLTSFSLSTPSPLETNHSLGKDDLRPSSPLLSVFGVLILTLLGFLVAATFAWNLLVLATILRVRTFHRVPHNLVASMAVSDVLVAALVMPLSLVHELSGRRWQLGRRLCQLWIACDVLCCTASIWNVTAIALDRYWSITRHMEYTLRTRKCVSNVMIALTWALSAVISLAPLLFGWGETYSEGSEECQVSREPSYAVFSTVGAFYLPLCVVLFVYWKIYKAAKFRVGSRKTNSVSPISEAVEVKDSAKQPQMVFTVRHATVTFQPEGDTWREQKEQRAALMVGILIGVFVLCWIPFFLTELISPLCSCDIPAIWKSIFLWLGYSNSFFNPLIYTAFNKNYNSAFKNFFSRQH
SUMO Mot1 rescue: SUMOylation pathway inhibition by Mot1-301 growth rescue. S. cerevisiae Mot1-301 growth rescue, ATP luminescence, 38.5C; percent above DMSO median, 100 means doubled. growth rescue, % at 18.8 µM. 1% of 320,000 active. AID 2716;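 active means every valid replicate shows activation above 250% relative to neutral control wells; inactive means the rest, any valid replicate at or below 250%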;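 further: OY570 slx delta 5 strain wells were the positive control but not used for scaling; some compounds called inactive have numbers as strong as hits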
phage Ecoli inh: E. coli growth loss with phage present. growth absorbance. inhibition, % at 11.9 µM. 0.26% of 360,000 active; in the data active means inhibition above about 11%
E coli growth: counter-screen for AddAB inhibitors: E. coli growth inhibition; inhibition, % at 11.9 µM; AID 449728; 0.27% of 330,000 active; E. coli V3065 growth, OD600 absorbance, 18 h;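 active means inhibition above the campaign's mean inhibition across all tested compounds plus 3 SD, cut at about 9.9% in these data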;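 further: uninfected addAB+ strain grown without phage in ampicillin broth; 0% = DMSO wells and 100% = ciprofloxacin 0.95 µg/ml wells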
PKA-R2B act: activators of human PKA-R2B complex. PKA-R2B holoenzyme dissociation, Cy5-IP20 fluorescence polarization; R2B truncated from residue 108, S112A mutant; 0% DMSO only, 100% 113 µM cGMP. activation, % at 11.4 µM. 0.079% of 340,000 active;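 active means activation above a cutoff set at the mean over all compounds plus 3 SD, cut at about 18% in these data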;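 further: higher means more holoenzyme dissociation and a rise in polarization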
Target sequence (P31323 whole entry, looked up, other chains not shown, the tested form may be a part): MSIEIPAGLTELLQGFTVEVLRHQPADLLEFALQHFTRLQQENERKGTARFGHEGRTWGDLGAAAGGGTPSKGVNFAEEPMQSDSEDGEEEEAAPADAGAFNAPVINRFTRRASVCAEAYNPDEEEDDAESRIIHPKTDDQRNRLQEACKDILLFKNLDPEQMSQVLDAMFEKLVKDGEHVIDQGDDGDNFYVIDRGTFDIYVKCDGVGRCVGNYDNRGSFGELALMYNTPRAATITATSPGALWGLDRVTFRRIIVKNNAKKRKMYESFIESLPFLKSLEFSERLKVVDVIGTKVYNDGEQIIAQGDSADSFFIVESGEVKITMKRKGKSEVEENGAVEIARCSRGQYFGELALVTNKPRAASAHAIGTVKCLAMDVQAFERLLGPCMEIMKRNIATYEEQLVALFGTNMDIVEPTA
MOR-DOR ag: agonists of human mu-delta opioid receptor heterodimerization; P35372+P41143; cells, OPRM1-OPRD1 heterodimerization, luminescence; activation, % at 9.3 µM; 0.3% of 340,000 active; AID 504326; in the data active means activation above about 18%;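 further: 0% = vehicle-treated cells and 100% = reference agonist; values of inactives mirror those of a sister screen read the other way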
OPRM1-OPRD1 inv: mu-delta opioid heterodimer inverse agonism. AID 504357. P35372+P41143. 0.21% of 340,000 active. cell-based MOR-DOR heterodimer luminescence. inhibition, % at 9.3 µM; in the data active means inhibition above about 22%, passing the limit was not always enough;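 further: 0% = cells with DMSO and 100% = wells without cells with DMSO; values of inactives mirror those of a sister screen read the other way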
AddAB inh: less growth of phage-infected E. coli with AddAB | E. coli expressing H. pylori AddAB, absorbance growth | inhibition, % at 11.9 µM | 0.29% of 330,000 active; in the data active means inhibition above about 12%;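 further: 0% = vehicle wells of infected cells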
PfHsp90 yeast 2: reduces growth (ATP signal) of yeast expressing P. falciparum Hsp90. S. cerevisiae expressing PfHsp90, BacTiter-Glo ATP, 48 h; yeast lacking PDR1 and PDR3 efflux regulators. inhibition, % at 9.4 µM. 0.32% of 310,000 active;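 active means every replicate shows inhibition above about 80%, whatever the replicate mean, limit read from the data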;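 further: 0% = DMSO neutral controls and 100% = 20 µM radicicol positive controls; yeast relying on Plasmodium falciparum Hsp90 in place of its own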
PKA-R1A activ: activates the PKA-R1A holoenzyme complex | PKA-R1A dissociation, Cy5-IP20 fluorescence polarization; scaled: DMSO 0%, 113 µM cGMP 100% | activation, % at 11.4 µM | 0.083% of 340,000 active | AID 504707;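 active means percent activation above the mean of all tested compounds plus 3 SD, cut at about 19% in these data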;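 further: higher means more PKAc released from R1A so a rise in polarization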
Tat export inh: blocks Tat-dependent protein export in E. coli; inhibition, % at 10 µM; 0.036% of 340,000 active; AID 488895; E. coli MC4100 TorA-mCherry Tat export, fluorescence;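 active means mean replicate inhibition at least 50% and at least half of replicates individually reaching 50%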;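 further: exported cargo escapes ClpAP degradation while cytoplasmic cargo is degraded and loses fluorescence; 0% = median of neutral control wells and 100% = median of NaSCN control wells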
The depositor's hits bear a star; . = not tested or not shown; & = joins results of further samples. A portion of the library. The share of hits here may be higher or lower than overall.

smiles	PKA-R2B act	PKA-R1A activ	MOR-DOR ag	SUMO Mot1 rescue	phage Ecoli inh	Tat export inh	PfHsp90 yeast 2	OPRM1-OPRD1 inv	AddAB inh	HTR5A inv ctr	E coli growth
O=C(CN1CCCC1=O)N1CCOCC1	2	1	-2.6	-4	2.9	4	.	13	1.1	5	-0.2
COC(=O)C1=C(c2ccccc2OCc2ccccc2)C[C@@H]2CC[C@H]1N2C(=O)NCc1ccccc1	-6	-6	-2.8	50	-1.0	1	8	15	-2.7	6	-2.0
CCOP(=O)(C(NC(=O)c1ccccc1Cl)=C(Cl)Cl)c1ccccc1 (stereo unspecified)	-1	8	-1.7	2	-1.2	-3	.	9	-0.7	-17	1.3
C[C@H](O)[C@H]1CC[C@H]2[C@@H]3CCC4=CC(=O)CC[C@]4(C)[C@H]3CC[C@]12C	-4	4	-1.5	7	4.1	2	41	8	2.4	-5	2.1
C#C[C@]1(O)CCC2C3CCC4=C/C(=N/OCC(=O)NC(C)C(=O)NC(CCSC)C(=O)O)CC[C@]4(C)C3CC[C@@]21C (stereo partly specified)	-8	-10	-2.8	74	-1.4	5	17	14	-1.5	-13	-0.5
CC(=O)OC1N=C(c2ccccc2)c2cc(C)ccc2NC1=O (stereo unspecified)	4	4	-1.6	201	0.8	-23	-7	7	2.3	-4	2.6
CC(=NCc1ccc2c(c1)OCO2)c1c(O)n(C)c(=O)n(C)c1=O	3	-3	-2.6	-5	3.1	12	-8	14	1.9	-2	3.0
CN1CCN(c2nccc3c2ncn3C)CC1	-6	0	0.5	-7	1.3	-7	23	-3	1.9	-20	-1.7
N=C1c2ccccc2CN1NC(=O)C1CC1	-7	-3	-2.7	2	4.2	0	19	15	-0.5	-30	-0.4
Cn1cc(C(=O)NC2CC2)c2ccccc21	7	4	-0.7	-11	3.9	-4	-19	6	3.9	-7	-3.8
COc1ccc2c(c1)[nH]c1c(C)nccc12	-5	10	-1.3	117	4.1	-4	-7	7	-0.2	-29	-1.7
CCOP(=O)(OCC)C(NC(=O)CN1C(=O)c2ccccc2S1(=O)=O)C(Cl)(Cl)Cl (stereo unspecified)	1	2	-0.5	-3	3.2	-11	-14	4	0.2	-17	-0.1
CCOP(=O)(OCC)C(O)c1ccc(Br)cc1 (stereo unspecified)	7	-9	-1.5	-4	.	10	-74	10	0.5	4	0.8
Cc1ccc(CC(=O)N2CCN(C)CC2)cc1	9	-10	-2.2	16	-1.0	-4	-7	10	1.3	-9	0.5
COC(=O)C1=C(c2ccc(S(C)(=O)=O)cc2)C[C@@H]2CC[C@H]1N2C(=O)NCc1ccccc1	-1	-1	-1.8	-8	2.0	2	-7	10	-0.6	-7	-0.8
O=C(COc1ccc(Br)cc1)N1CCN(Cc2c[nH]c3ccccc23)CC1	-5	3	1.4	-6	-1.2	-4	2	-8	0.5	-16	-1.2
c1ccc(C2CC2)c(OCC2=NCCN2)c1	2	3	-1.0	4	4.7	4	1	5	1.8	-11	-0.9
CON(C)C(=O)Nc1ccc(Cl)cc1	7	2	-1.7	2	1.2	-2	.	8	2.8	6	-0.1
CC(C)OP(=O)(O)NC(=O)c1ccccc1	2	3	-0.4	0	4.3	0	2	2	0.5	3	0.6
CCOc1ccc2nc(N=Nc3c(O)[nH]c(=O)[nH]c3=O)sc2c1	-5	-3	-4.4	3	1.7	5	5	23	-0.3	-22	-1.6
CCCCCCC[n+]1ccc(-c2cc[n+](CCCCCCC)cc2)cc1	-9	-3	-2.1	-12	19*	-3	19	11	31*	-9	25*
CN1C(=O)c2ccccc2NC(=O)C1Cc1ccccc1 (stereo unspecified)	1	-10	-2.2	13	3.2	2	23	11	4.4	6	-3.3
CC(=O)N1N=C2C3CCN(CC3)C2C1c1ccc(C)cc1 (stereo unspecified)	-5	-9	-0.7	-12	3.8	5	1	4	-3.0	10	-4.0
COc1ccc(-n2nc(C(=O)NCC(=O)N3CCC4(CC3)OCCO4)c3ccccc3c2=O)c(OC)c1	5	1	1.1	4	-0.2	3	28	-9	1.9	-13	0.1
CC1C=CCCC12C(=O)NC(=O)NC2=O (stereo unspecified)	-8	2	-3.7	.	-1.0	6	-28	16	.	11	.
COc1cc(CC2(CCc3ccncc3)C(=O)NC(=O)NC2=O)cc(OC)c1OC	-2	2	-3.1	6	4.6	0	-7	15	1.4	-2	-0.6
Cc1cc(Oc2ccc(C(F)(F)F)cc2[N+](=O)[O-])c2c3c(c(=O)oc2c1)CCCC3	-4	-9	-1.2	.	2.5	-4	1	7	-2.7	-1	-1.0
Oc1ccc(Cl)c(Cl)c1	-3	4	1.4	153	0.3	-2	.	-8	-1.4	1	-0.2
O=[N+]([O-])c1ccccc1CNCCc1ccc(F)cc1	-2	4	-1.0	-7	2.0	5	2	6	-1.9	-4	-4.0
COC(=O)C1=C(c2ccc(Cl)c(C(F)(F)F)c2)C[C@@H]2CC[C@H]1N2C	-1	-2	-2.4	-14	2.6	24	-7	14	1.8	16	-0.5
COc1cc(O)cc2c1C(=O)O[C@@H](C)CCCC(=O)CCCCC2	-1	-4	2.0	448	2.9	5	35	-9	2.2	-6	1.3
O=C(CN1CC(c2ccccc2)CC1=O)NCc1ccc(F)cc1 (stereo unspecified)	0	-2	2.1	-9	3.5	1	7	-10	4.0	12	4.0
O=C1NC(=S)N(c2ccccc2)C(=O)C1C(c1ccncc1)C1C(=O)NC(=S)N(c2ccccc2)C1=O (stereo unspecified)	-4	-4	-4.3	2	1.8	1	12	23	1.1	8	2.2
Cc1cc(C(=O)CN2CCCC2)c(C)n1-c1ccc(F)cc1	4	-9	-0.7	-16	-0.1	-2	-13	4	0.7	-11	-1.8
N=C1c2ccccc2CN1c1cccc([N+](=O)[O-])c1	6	7	-2.8	-5	2.0	-13	3	13	0.4	-1	-1.9
Cc1cc(O)c2c(c1)C(=O)C13C(=C2O)C(=O)[C@H]2[C@@H](O)[C@@H]1[C@H]1[C@H](O)[C@@H]3C(=O)C3=C(O)c4c(O)cc(C)cc4C(=O)C312 (stereo partly specified)	37*	17	1.9	44	.	130*	-28	-10	60*	19	76*
CC(C)(C)P(=O)(c1ccncc1)N1CCCC1 (stereo unspecified)	-1	0	-0.7	-1	3.3	2	-36	4	-1.6	-5	-2.1
CCOC(=O)C(O)(c1ccc(N)c(OC)c1)C(F)(F)F (stereo unspecified)	-5	-2	-2.9	-2	1.3	-4	3	14	2.9	16	-1.1
COc1ccc(-n2c(O)c(C(C)=NCc3ccco3)c(=O)[nH]c2=O)cc1	-7	-1	-3.0	-2	1.2	-15	3	15	4.2	-7	0.2
CSc1nc(Cl)c(Br)c(N2CC2)n1	-3	1	-2.4	.	2.5	0	3	11	.	1	.
O=C(c1cc(-c2cccnc2)nc2ccccc12)N1CCC2(CC1)OCCO2	-7	-6	-2.6	-1	2.2	-9	3	14	-0.2	-2	-1.6
CN1CCN(c2c(F)cc([N+](=O)[O-])c(N)c2Br)CC1	1	-9	-3.4	2	4.6	-7	4	16	0.1	34*	1.0
CCOc1ccccc1CN1CCCC(C(=O)c2cc(F)ccc2F)C1 (stereo unspecified)	6	3	-0.1	-6	3.6	-4	-4	0	-0.4	12	2.5
CC1([N+](=O)[O-])COP(=O)(Nc2ccccc2F)OC1 (stereo unspecified)	1	-6	-3.4	.	2.4	8	20	17	.	7	.
O=C(c1cc(-c2ccncc2)nc2ccccc12)N1CCC2(CC1)OCCO2	5	-8	-1.4	-7	0.5	0	12	7	0.4	11	0.9
CC(C)(C)N1CC(C(=O)c2ccccc2)C1c1ccccc1 (stereo unspecified)	4	-9	4.3	.	1.3	8	-3	-21	.	4	.
COc1ccc(N2C(=O)NC(=O)/C(=C\c3ccc([N+](=O)[O-])s3)C2=O)cc1	4	4	4.0	-19	2.7	-7	23	-23	2.3	-3	1.6
Cc1ccccc1-n1c(C)nc2sccc2c1=O	1	-6	-2.2	-10	5.4	-4	-5	12	0.9	-17	0.6
O=[N+]([O-])/C=C1\NCCN1Cc1ccc(Cl)nc1	-10&-12	3&8	-1.9&0.1	-2&-11	4.1&1.5	-3&-6	-9&1	11&-1	2.2&-1.0	0&-1	3.5&-1.9
CCN(CC)S(=O)(=O)N1CCC(C(=O)N2CCC3(CC2)OCCO3)CC1	0	-6	-2.5	368	5.2	13	9	14	0.0	15	0.7
O=C(O)c1ccc(N=Cc2c(O)n(Cc3ccc(F)cc3)c(=O)[nH]c2=O)cc1	0	0	-3.8	-8	3.0	-4	-18	20	-1.0	-11	-2.0
O=c1[nH]c(=O)n(Cc2ccccc2)c(O)c1/C=C1\C=Nc2ccccc21	-9	13	1.1	.	2.0	0	-29	-6	0.0	3	0.8
CC[C@@H](O)C[C@H]1CCC[C@@]2(C[C@@H]3OC(=O)/C=C/[C@@](C)(O)[C@@H](O)[C@H](C)[C@@H](O)[C@H](OC4CCC(N(C)C)C(C)O4)[C@@H](O)[C@](C)(O)CCCCC/C=C/[C@@H]4CC(C)(C)O[C@@]4(O)C[C@H](O2)[C@H]3C)O1 (stereo partly specified)	0	-3	2.0	.	1.4	11	-44	-9	.	-25	.
CC(=O)Nc1ccccc1C(=O)OCc1ccc(C(=O)c2ccccc2)cc1	-5	-4	1.4	7	1.3	11	-2	-8	1.6	0	-2.9
CCn1ccnc1CN1CCCC(C(=O)c2cc(C)c(OC)c(C)c2)C1 (stereo unspecified)	1	1	0.0	.	0.8	-5	-3	0	-0.4	26	-2.2
COc1ccc(-c2cc(=NCCCCCC(=O)O)c3cc(C)ccc3o2)cc1	2&-17	13&-10	-3.2&-4.1	.	-1.3&-0.7	-8&-6	-9&-7	16&19	.	-3&9	.
CC1([N+](=O)[O-])COP(=O)(Nc2ccc(F)cc2)OC1 (stereo unspecified)	0	-1	-2.2	.	3.0	1	25	11	.	1	.
Nc1ccc2c(c1)oc1ccccc12	6	-7	3.0	-2	3.4	0	11	-16	2.0	-1	0.6
COc1ccc(-c2n(-c3ccccn3)c3ccccc3[n+]2-c2ccccn2)cc1	-5	-4	-2.7	.	-0.9	-3	20	15	.	-7	.
Cc1cc(Br)ccc1N1C(=O)CC(=O)NC1=O	-17	-13	7.5	-6	2.2	3	.	-34	-1.9	1	-0.3
CCCC[N+]1(C)[C@@H]2CC(OC(=O)[C@H](CO)c3ccccc3)C[C@H]1[C@@H]1O[C@@H]12 (stereo partly specified)	-9	11	-1.6	-4	2.9	-1	-6	9	0.2	-10	0.3

Source: PubChem BioAssay
